Source: PubChem BioAssay
CHOP UPR activ: activators of apoptotic CHOP UPR arm, primary screen, cell-based, CHO-CHOP luciferase reporter, luminescence, uHTS. activation, % at 10 µM. hit rate 0.34% among 330,000. UPR activation; percent of tunicamycin response over DMSO baseline;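 active means at 10 µM dose, activation of 40% or more, normalized to positive control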;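 further: 100% = tunicamycin at 10 µg/mL and 0% = DMSO alone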
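Test system: CHO-CHOP cells, stable luciferase reporter of PERK-eIF2a-CHOP signalling | Quantity: 500 CHO-CHOP cells per well | Buffer or medium: F12 plus 10% serum | Compound dosing: 10 µM single point, 0.5% DMSO | Schedule: 6 h compound treatment, 37 °C | Signal: Luciferase luminescence | Control set: Tunicamycin high control, DMSO low control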
tim10-1 inh: growth inhibitors of tim10-1 mutant yeast, primary screen, luminescence, uHTS; inhibition, % at 20 µM; hit rate 2.2% among 330,000; S. cerevisiae tim10-1 ts strain growth, BacTiter-Glo, 24 h;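 active means inhibition of at least 40%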;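 further: mutant grown at 25 °C; 0% = DMSO wells with yeast and 100% = wells holding no yeast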
TIM10 inh: growth inhibitors of isogenic TIM10 control yeast, primary screen, counter-screen for tim10-1 yeast inhibitor project, luminescence, uHTS | inhibition, % at 10 µM | AID 463195, 2010 | S. cerevisiae TIM10 strain growth, BacTiter-Glo luminescence, 24 h | hit rate 1.4% among 330,000;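 active means inhibition of 40% or more at the single tested concentration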;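 further: wild-type TIM10 isogenic control strain grown at permissive 25 °C; 0% = DMSO yeast wells and 100% = minimal medium wells without yeast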
tim23-1 inh: growth inhibitors of tim23-1 mutant yeast, primary screen, luminescence, uHTS; S. cerevisiae tim23-1 growth, BacTiter-Glo luminescence, 24 h; hit rate 1.3% among 330,000; inhibition, % at 20 µM;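 active means growth inhibition of the mutant yeast at or above 50%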;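 further: temperature-sensitive mutant grown at 25 °C; plate controls were DMSO-treated mutant yeast for no effect and medium wells lacking yeast for full effect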
NLRP3 yeast inh: NALP3 inflammasome inhibitors in reconstituted yeast, primary screen, luminescence, uHTS; inhibition, % at 10 µM; hit rate 0.39% among 330,000; Yeast reconstituted NLRP3/ASC/caspase-1, beta-gal luminescence, 24 h;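 active means inhibition of 50% or more; inactive means inhibition below 50%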;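 further: plate controls were induced DMSO wells for no effect and uninduced yeast grown without galactose for full effect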
Mdm2-MdmX inh: inhibitors of human Mdm2-MdmX association, primary screen, cell-based, luminescence, split luciferase, SaOS-2, uHTS | inhibition, % at 8 µM | hit rate 3% among 330,000 | SaOS-2 split-luciferase Mdm2/MdmX complementation;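 active means inhibition of at least 50% at 8 µM in the primary screen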
UPR XBP1 act: activators of adaptive XBP1 UPR arm, primary screen, cell-based, CHO-XBP1 luciferase reporter, luminescence, uHTS; activation, % at 20 µM; hit rate 0.33% among 330,000; AID 463104, 2010; IRE1-XBP1 UPR activation; percent of tunicamycin response, DMSO as zero;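 active means versus positive control, 20 µM dose yields 30% or more activation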;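 further: 100% = tunicamycin at 10 µg/mL and 0% = DMSO only wells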
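Material: CHO-XBP1 cells stably carrying IRE1-XBP1-driven luciferase reporter / Amount: 1000 cells per well / Compound: 20 µM, 1% DMSO / Times: 6 h treatment, 37 °C / Detection: luciferase luminescence / Measure: % activation of reporter signal versus tunicamycin and DMSO controls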
APJ agonist: agonists of human apelin receptor APJ, primary screen, CHO-K1 cells, PathHunter beta-arrestin, luminescence; activation, % at 20 µM; hit rate 0.11% among 330,000; 0% DMSO wells, 100% apelin; P35414;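 active means activation more than six SD over the plate average, tested at 20 µM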;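 further: 0% = DMSO alone and 100% = apelin-13 at 10 nM; some results filed as inactive read as strong as hits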
Target sequence (P35414 whole entry, looked up): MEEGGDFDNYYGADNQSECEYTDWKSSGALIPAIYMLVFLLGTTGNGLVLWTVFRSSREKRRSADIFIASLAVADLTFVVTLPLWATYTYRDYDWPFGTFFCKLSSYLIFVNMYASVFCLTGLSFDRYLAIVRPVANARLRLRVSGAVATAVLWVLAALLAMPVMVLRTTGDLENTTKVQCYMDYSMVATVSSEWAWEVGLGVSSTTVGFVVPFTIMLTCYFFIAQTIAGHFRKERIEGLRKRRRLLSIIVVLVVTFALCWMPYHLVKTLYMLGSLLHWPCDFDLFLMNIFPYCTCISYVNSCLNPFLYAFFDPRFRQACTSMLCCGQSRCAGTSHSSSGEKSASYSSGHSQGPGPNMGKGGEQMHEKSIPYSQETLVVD
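Incubation: overnight seeding, 90 min compound at 25 °C, 1 h detection; test system: PathHunter CHO-K1 APJ (AGTRL-1) beta-arrestin reporter cells; amount: 1000 cells/well; doses: one dose, 20 µM compound, 1% DMSO; measured by: beta-gal luminescence; measure: agonist-driven arrestin binding to APJ; benchmarks: negative DMSO alone, positive Apelin-13 at 10 nM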
GRIN3A LBD mod: binders of NR3A ligand-binding domain, primary screen, biophysical, differential scanning fluorimetry, uHTS | Glutamate receptor ionotropic, NMDA 3A (GRIN3A) ligand-binding domain | NR3A LBD differential scanning fluorimetry, Tm shift; 0% = protein alone, 100% = glycine-bound protein | Tm shift relative to glycine control, % at 25 µM | hit rate 2.5% among 340,000 | AID 1259313, 2017;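 active means melting temperature shift of at least 10% of the positive control shift, at one fixed dose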
The depositor's hits bear a star; nt = no result given.

The line under a structure holds: CHOP UPR activ	tim10-1 inh	TIM10 inh	tim23-1 inh	NLRP3 yeast inh	Mdm2-MdmX inh	UPR XBP1 act	APJ agonist	GRIN3A LBD mod
> COc1ccc2[nH]c3c(c2c1)CCN1C(=O)C(CC(=O)NC(C)(C)C)C[C@H](C(=O)N2CCCCC2)[C@@]31CCc1ccccc1 (some centres undefined)
 : 3.0	16	17	38	nt	28	-2	nt	0
> CCC(C)c1ccc(NC(=O)c2[nH]c(C)c(C(C)=O)c2C)cc1 (centres undefined)
 : 3.2	40	43*	53*	-4	-12	1	0	-7
> O=C(O)COc1cccc2nsnc12
 : -1.9	-5	7	14	10	-6	0	7	1
> CCOC(=O)c1csc(Nc2nc3ccc(F)cc3s2)n1
 : 40	32	22	20	5	-4	4	-14	0
> C=CCn1nnc2sc3c(c2c1=O)CCC(C)C3 (centres undefined)
 : 2.2	-3	-2	-2	45	-3	0	-1	-6
> COc1ccc(-c2noc3c2-c2nc(-c4ccccc4)sc2CC3)cc1
 : 1.2	22	18	39	5	-49	3	10	1
> COC(=O)C(CCSC)NC(=O)CNS(=O)(=O)c1ccc(Cl)cc1 (centres undefined)
 : 0.2	4	6	-4	-1	25	3	-18	2
> COc1ccc(CC(=O)Nc2c3c(nn2-c2cccc(C)c2C)CS(=O)(=O)C3)cc1
 : -0.1	17	3	12	-9	-22	2	-3	-2
> Cc1ccc(S(=O)(=O)c2nc(S(=O)(=O)CCO)sc2N2CCOCC2)cc1
 : 0.1	3	7	-16	2	39	-4	-1	1
> CSCCC(NC(=O)c1ccc([N+](=O)[O-])cc1Cl)C(=O)OCC(=O)NC1CCCC(C)C1C (centres undefined)
 : -2.0	26	13	7	-4	-34	2	3	-9
> O=C(COC(=O)c1ccc([N+](=O)[O-])o1)Nc1ccc(Br)cc1F
 : -0.9	-32	47*	19	2	9	3	2	1
> O=C(CCNC(=O)c1ccco1)Nc1ccccc1N1CCOCC1
 : -1.0	-5	4	3	9	15	-6	-3	-2
> O=C(c1ccco1)N1CCc2ccccc21
 : 3.4	1	-7	5	15	-1	6	-3	0
> CCn1cc(CCC(=O)NCCN2CCOCC2)c2ccccc21
 : 0.5	7	-2	18	12	-21	2	0	2
> Cc1c(Cl)cccc1NC(=S)NC1CCCC1
 : -0.7	15	9	35	-11	-6	0	-1	6
> CN(C(=O)n1cnc2ccccc21)c1ccccc1
 : -1.4	13	8	4	-8	33	4	-4	-1
> O=C(Cn1nnc(-c2ccc(S(=O)(=O)N3CCCC3)cc2)n1)NCC1CCCO1 (centres undefined)
 : -0.3	10	-4	9	7	9	-2	-2	-1
> CCOC(=O)c1[nH]c2ccccc2c1NC(=O)C(CC)CC
 : -0.9	21	13	20	-2	-27	-2	-1	3
> COCCCN(C(=O)c1ccc(N2CCCC2=O)cc1)c1c(N)n(Cc2ccccc2)c(=O)[nH]c1=O
 : 1.9	22	5	15	12	2	0	3	0
> Cc1cc(C)c(O)c(-c2cc(C(=O)Nc3ccc(S(=O)(=O)N4CCOCC4)cc3)[nH]n2)c1
 : 11	17	14	9	10	69*	4	6	23*
> CC(C)N(Cc1nc(-c2ccc(Cl)cc2)no1)Cc1nccn1C
 : 0.1	-68	-1	-13	8	21	-2	-4	-1
> Cc1ccnc(NC(=O)CNC(=O)c2cccs2)c1
 : -0.1	6	5	-4	21	16	-2	-5	-2
> O=C(CN1C(=O)NC2(CCCc3ccccc32)C1=O)Nc1ccccc1OC(F)F (centres undefined)
 : 0.3	-3	4	7	18	-17	-1	-2	1
> CC(=O)c1c(C)[nH]c(C2=NNC(=NC(C)(C)C)SC2)c1C
 : 1.6	21	7	8	13	-31	-3	1	1
> COc1ccc(CCN2C(=O)CC(C(N)=O)SC2=Nc2ccccc2)cc1OC (centres undefined)
 : 3.0	3	9	-9	2	15	1	-5	1
> CCOc1ccccc1C(=O)NCC(=O)OCCOc1cccc(Cl)c1
 : 3.7	2	1	11	1	24	-5	2	0
> C/C(=N\NC(=O)c1c(Br)cnn1C)c1ccc(NC(=O)c2ccc(F)cc2)cc1
 : 2.9	-5	-2	-16	3	67*	2	-5	0
> COc1cc(C2NC(=O)CCC2[N+](=O)[O-])c(OC)cc1Br (centres undefined)
 : 0.4	-9	9	-5	10	-16	-1	1	1
> CC1=C(C#N)CCC(=O)N1Cc1c(F)cccc1Cl
 : -2.6	12	-6	16	6	0	0	0	-3
> O=C1Nc2ccccc2C(=O)N2[C@H](c3cccc(Br)c3)[C@@H]3C(=O)N(Cc4ccccc4)C(=O)[C@@H]3[C@H]12
 : 1.4	21	24	24	-6	16	1	6	-30
> S=C(N/N=C/c1ccc(Cl)c(Cl)c1)Nc1ccccc1Cl
 : 7.4	24	23	-23	14	31	22	-4	38*
> CC(=O)/C(N=Nc1ccc(SC(F)F)cc1)=C(\C)O
 : 1.7	2	-5	17	33	11	1	-3	-1
> Cc1cc(Cl)c(S(=O)(=O)N2CCCC2)cc1OCC(N)=O
 : 0.6	-2	-5	11	19	-3	3	-4	-3
> Cc1cc(=O)n(CC=C(Cl)Cl)c2ccccc12
 : -0.1	3	8	-9	-28	34	0	-6	-2
> Cc1ccc(SCc2nc(N)nc(Nc3ccccc3C)n2)cc1C
 : -1.8	33	11	29	10	1	1	-2	-5
> CN(C)CCCNC(=O)C1(O)c2cc(Br)ccc2NC(=O)N1c1c(F)cccc1F (centres undefined)
 : -0.3	7	-4	9	6	32	-6	-2	0
> C=CCNC(=S)/N=c1/ccccn1CC
 : -1.8	9	8	-5	26	24	-2	-1	2
> CCOC(=O)C1CCN(C(=O)c2cccc(C(=O)N3CCC(C(=O)OCC)CC3)c2)CC1
 : -1.3	-3	8	11	7	12	-1	-4	-1
> O=C(CCC(=O)N(CC(=O)NC1CCCCC1)c1ccc(F)cc1)Nc1ccccn1
 : -0.4	8	8	5	11	3	-4	-4	-1
> C=CCSc1nc(O)c(CC)c(=O)n1C(C)CC (centres undefined)
 : -0.9	22	16	26	-10	13	-1	76*	1
> CCCCc1ccc(Nc2nc(N3CCOCC3)nc(N3CCOCC3)n2)cc1
 : 3.5	13	2	13	11	25	-4	-4	-2
> CCOC(=O)C1CCCN(Cc2ccccc2Cl)C1 (centres undefined)
 : 0.8	-2	-4	10	9	-4	0	-1	0
> CCCCNC(=O)OCC(CC)NC(=O)OC(C)C (centres undefined)
 : -2.7	6	11	-10	6	1	0	-1	-3
> Cc1nnc(-c2ccc(N3CCOCC3)c([N+](=O)[O-])c2)o1
 : -0.6	-6	-11	-1	4	4	-3	-1	0
> O=C(NCCOc1ccccc1Cl)C(=O)NCCOc1ccccc1Cl
 : -0.5	-12	-19	-4	19	-4	0	-6	1
> O=C(C[n+]1ccc2ccccc2c1)c1ccccc1
 : -0.8	20	12	15	-3	11	0	-1	0
> C/C(=N\OCC(=O)Nn1c(=O)[nH]c2ccccc2c1=O)c1ccccc1
 : -0.6	6	-1	6	-3	0	-1	1	8
> Cn1c(SCC(=O)N/N=C/c2ccccn2)nnc1-c1ccccc1
 : 1.5	-11	16	4	-8	28	-3	-2	1
> CCOC(=O)c1c(C)nc2ccc(C)cn12
 : -5.5	4	3	-11	8	26	3	-4	-1
> CSc1nc(NC(C)(C)C)nc(N2CCOCC2)n1
 : 2.1	23	3	28	12	30	2	-5	-1
> CCCN1CCC(=NNC(=O)CSc2cc(C)c(Br)cc2C)CC1
 : -1.6	3	8	25	15	-28	-5	-4	-5
> CC(C)(C)c1cc(CCC(=O)N2CCNCC2)c(C(C)(C)C)cc1O
 : -0.2	16	9	11	2	19	-1	1	3
> c1csc(C2=Nn3c(nnc3-c3ccncc3)SC2)c1
 : -4.0	12	11	22	7	75*	0	-4	1
> O=c1c2cn[nH]c2nc(SCc2ccccc2F)n1-c1ccc(Br)cc1
 : -3.0	42*	23	39	8	28	-3	-4	7
> Cc1ccc(-c2nnc(N3CCCCC3)c3ccccc23)cc1
 : 5.9	38	36	54*	6	-23	1	-2	-2
> O=C1c2ccccc2NC(c2ccccc2)N1NS(=O)(=O)c1ccccc1 (centres undefined)
 : -1.0	3	20	-2	24	-14	-2	-1	0
> C/C(=N\O)c1ccc2[nH]ccc2c1
 : 3.0	16	-9	11	14	3	0	4	1
> NS(=O)(=O)c1ccc(NC(=S)N2CCCC2)cc1
 : -1.1	-25	3	-15	6	13	-5	-5	-6
> CC(C)(C)NC(=O)Cn1nnc(-c2ccccc2Cl)n1
 : 2.9	18	20	23	25	-52	1	1	-1
> CN(C)CC/C=C1\c2cc(Cl)ccc2Sc2cc(F)c(F)cc21
 : 2.3	36	22	9	33	36	3	-5	-3

Continuation.
The line under a structure holds: CHOP UPR activ	tim10-1 inh	TIM10 inh	tim23-1 inh	NLRP3 yeast inh	Mdm2-MdmX inh	UPR XBP1 act	APJ agonist	GRIN3A LBD mod
> O=C(O)COc1ccc(/C=N/NC(=O)c2cn(-c3ccccc3)nc2-c2ccccc2)cc1
 : 0.7	3	5	20	10	-10	1	-2	-1
> COc1ccc(Cl)cc1C(=O)NNC(=O)CSc1nncn1C
 : 0.1	4	-2	9	0	36	-1	-7	-1
> COc1cccc(CNC(=O)CSc2ccc(-c3ccccn3)nn2)c1
 : 0.8	15	10	6	-12	-21	-1	-1	-1
> Cc1ccccc1NS(=O)(=O)c1ccc(NC(=O)c2ccco2)cc1
 : -0.2	22	25	15	6	28	0	2	-5
> O=C(Nc1ccnn1C1CCN(Cc2ccc(F)cc2)CC1)C1CC1
 : 0.4	-4	17	4	10	20	-1	2	-3
> CC(C)NC(=O)c1ccccc1NC(=O)Cc1ccc(Br)cc1
 : 0.9	27	11	6	16	1	4	-1	0
> O=C(NC1CCCCCCC1)C1CCCN(S(=O)(=O)c2cnc[nH]2)C1 (centres undefined)
 : 2.5	-1	-4	2	-17	9	1	-3	0
> CCN(CC)CCCNc1nc(CN2CCOCC2)nc2sc3c(c12)CCC3
 : -0.2	-14	-13	-59	7	19	-2	-1	1
> O=C(NCc1cccnc1)Nc1ccc(Br)cc1
 : 0.5	-4	-5	-20	15	2	-6	2	2

Entries listed above that bear a hit mark in GRIN3A LBD mod.
| canonical_smiles | NLRP3 yeast inh | Mdm2-MdmX inh | UPR XBP1 act | GRIN3A LBD mod |
| --- | --- | --- | --- | --- |
| Cc1cc(C)c(O)c(-c2cc(C(=O)Nc3ccc(S(=O)(=O)N4CCOCC4)cc3)[nH]n2)c1 | 10 | 69* | 4 | 23* |
| S=C(N/N=C/c1ccc(Cl)c(Cl)c1)Nc1ccccc1Cl | 14 | 31 | 22 | 38* |
